Cav3 T inh: blocks human Cav3.2 T-type calcium channel; O95180; B-score at 10 µM; 100,000 compounds, 4% hits; Cav3.2-expressing cells, Fluo-4 calcium fluorescence FDSS; stronger effect = lower value; AID 449739;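 active means single-dose well whose peak fluorescence ratio is a statistical outlier from its plate by either plate-standardised score or position-corrected B-score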
Target sequence (O95180 whole entry, looked up): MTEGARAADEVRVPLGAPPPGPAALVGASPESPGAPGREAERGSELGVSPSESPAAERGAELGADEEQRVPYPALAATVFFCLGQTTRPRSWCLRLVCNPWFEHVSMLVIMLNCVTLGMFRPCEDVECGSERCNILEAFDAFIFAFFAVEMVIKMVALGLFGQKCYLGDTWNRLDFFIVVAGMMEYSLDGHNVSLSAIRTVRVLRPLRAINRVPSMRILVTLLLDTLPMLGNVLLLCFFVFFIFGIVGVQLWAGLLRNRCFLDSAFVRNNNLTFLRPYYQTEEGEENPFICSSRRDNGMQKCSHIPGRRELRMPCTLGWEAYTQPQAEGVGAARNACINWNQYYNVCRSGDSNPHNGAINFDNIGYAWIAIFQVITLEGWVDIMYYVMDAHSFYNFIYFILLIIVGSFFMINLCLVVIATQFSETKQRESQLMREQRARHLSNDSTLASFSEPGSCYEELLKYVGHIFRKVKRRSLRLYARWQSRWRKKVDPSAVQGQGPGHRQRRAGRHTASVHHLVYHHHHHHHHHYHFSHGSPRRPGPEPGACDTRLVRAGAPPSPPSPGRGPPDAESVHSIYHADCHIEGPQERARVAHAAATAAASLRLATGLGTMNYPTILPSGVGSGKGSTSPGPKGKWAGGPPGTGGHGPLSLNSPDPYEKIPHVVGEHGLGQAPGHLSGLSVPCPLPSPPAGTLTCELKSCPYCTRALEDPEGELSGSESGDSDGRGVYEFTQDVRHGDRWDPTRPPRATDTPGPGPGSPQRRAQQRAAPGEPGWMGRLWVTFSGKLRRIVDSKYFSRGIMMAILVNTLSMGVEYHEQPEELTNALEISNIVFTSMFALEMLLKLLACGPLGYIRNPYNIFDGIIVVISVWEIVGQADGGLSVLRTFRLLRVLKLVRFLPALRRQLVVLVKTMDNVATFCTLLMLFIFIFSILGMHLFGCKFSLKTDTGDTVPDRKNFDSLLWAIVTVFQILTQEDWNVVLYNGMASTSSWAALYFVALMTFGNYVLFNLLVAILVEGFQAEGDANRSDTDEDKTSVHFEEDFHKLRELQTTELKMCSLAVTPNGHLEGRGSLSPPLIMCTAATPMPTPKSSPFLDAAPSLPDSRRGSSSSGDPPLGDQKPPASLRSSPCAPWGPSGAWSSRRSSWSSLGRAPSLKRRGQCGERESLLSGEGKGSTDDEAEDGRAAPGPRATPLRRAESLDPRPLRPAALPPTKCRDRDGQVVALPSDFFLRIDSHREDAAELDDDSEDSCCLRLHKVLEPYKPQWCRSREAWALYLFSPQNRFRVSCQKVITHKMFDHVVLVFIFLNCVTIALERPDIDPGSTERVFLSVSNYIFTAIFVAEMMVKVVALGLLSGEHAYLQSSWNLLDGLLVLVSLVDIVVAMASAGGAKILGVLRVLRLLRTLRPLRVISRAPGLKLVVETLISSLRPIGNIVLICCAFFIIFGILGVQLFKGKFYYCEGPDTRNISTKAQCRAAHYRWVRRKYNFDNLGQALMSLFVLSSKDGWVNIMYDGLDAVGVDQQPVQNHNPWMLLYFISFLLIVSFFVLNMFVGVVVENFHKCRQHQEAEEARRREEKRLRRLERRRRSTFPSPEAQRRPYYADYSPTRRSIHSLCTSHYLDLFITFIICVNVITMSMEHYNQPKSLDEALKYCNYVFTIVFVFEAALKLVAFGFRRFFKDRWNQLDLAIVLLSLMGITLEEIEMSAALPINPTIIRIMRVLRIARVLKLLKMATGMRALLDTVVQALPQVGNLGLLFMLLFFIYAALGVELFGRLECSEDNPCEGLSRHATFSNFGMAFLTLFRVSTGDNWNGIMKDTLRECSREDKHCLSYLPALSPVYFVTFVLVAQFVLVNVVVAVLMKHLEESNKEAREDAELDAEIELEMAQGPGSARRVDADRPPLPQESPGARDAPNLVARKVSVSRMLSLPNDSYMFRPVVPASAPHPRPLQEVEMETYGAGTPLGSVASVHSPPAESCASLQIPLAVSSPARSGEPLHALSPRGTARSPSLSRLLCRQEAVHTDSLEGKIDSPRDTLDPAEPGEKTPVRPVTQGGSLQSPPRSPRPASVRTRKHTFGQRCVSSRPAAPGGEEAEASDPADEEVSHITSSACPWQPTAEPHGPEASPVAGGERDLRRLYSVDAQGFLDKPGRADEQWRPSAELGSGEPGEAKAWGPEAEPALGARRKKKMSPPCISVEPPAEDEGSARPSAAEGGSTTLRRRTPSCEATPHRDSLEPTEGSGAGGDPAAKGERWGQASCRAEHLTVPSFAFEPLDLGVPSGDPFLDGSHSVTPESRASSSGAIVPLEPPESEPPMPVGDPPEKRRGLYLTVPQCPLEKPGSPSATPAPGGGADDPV
The depositor's hits bear a star. Not all compounds are listed; rates above refer to the full screens.

Cav3 T inh | mol
-0.443 | COC(=O)c1nnn(-c2nonc2N)c1CSc1nc2ccccc2o1
0.182 | CCC(C)(C)n1nnnc1C(c1cc2cc(C)ccc2[nH]c1=O)N1CCCC1 (stereo not given)
0.1 | COc1cccc(CSc2nnc(-c3ccco3)n2C)c1
0.0438 | CC(=O)c1ccc(NC(=O)c2ccc(S(=O)(=O)N3CCCC3)cc2)cc1
0.169 | CC1(OC(=O)c2cccs2)C(=O)C=C2C=C3CCCN3C=C2C1=O (stereo not given)
-0.0251 | CC1CCCCC1NC(=O)Cn1cnc2ccccc2c1=O (stereo not given)
-0.179 | O=C(Nc1ccc(Cl)cc1)N1CCSc2ccccc21
-0.433 | Cc1ccc(S(=O)(=O)CCSc2nc(C)cc(C)c2C#N)cc1
0.223 | CCOC(=O)c1[nH]c(C)c(C(=O)Nc2ccc3c(c2)CCC3)c1C
0.761 | Cc1ccc(S(=O)(=O)N2CCN(CC(=O)NC(=O)NCc3ccccc3)CC2)cc1C
0.402 | O=C(C1CCCCC1)N1CCN(c2ncccn2)CC1
0.535 | O=C(Nc1cccc(Cl)c1N1CCCC1)c1cccc(-c2cc3ccccc3oc2=O)c1
0.69 | O=C(CCN1CCN(CC(=O)Nc2ccccc2Cl)CC1)Nc1ccccc1F
0.766 | C#CCNC(=O)C1=C[C@H](c2coc3ccccc3c2=O)C[C@H](OCCCCO)O1
-0.299 | N#Cc1nc(-c2ccc(OCc3ccc(Cl)cc3)cc2)oc1NCc1cccnc1
-1.13 | CCCC(=O)Nc1nnc(CC(=O)OCC)s1
0.828 | COC(=O)c1nc(NC(=O)C(C)(C)C)n[nH]1
1.85 | CSCCNC(C)=O
0.241 | CSCCC1NC(=O)NC1=O (stereo not given)
-0.914 | CN=c1sc2ccccc2n1CC(O)COc1ccccc1 (stereo not given)
-0.773 | Cc1ccc(-c2noc(-c3ccccc3Br)n2)cc1
-0.0211 | O=C(NCc1nc2ccccc2[nH]1)c1ccc(S(=O)(=O)N2CCOCC2)cc1
-2.99 | Cc1ccccc1Cn1cc(NC(=O)CSc2nc3c(c(C(F)(F)F)n2)CCc2ccccc2-3)cn1
0.377 | CNCCCOc1cccc(OC(C)C)c1
-0.0355 | CC(C)C(=O)c1cc2c(cc1NC(=O)c1ccccc1)OCCO2
-1.92 | O=C(CCNc1cccc(Cl)c1)c1cccs1
-0.26 | CCCCCOC(=O)C1=C(C)Nc2nnnn2C1c1ccccc1Cl (stereo not given)
-0.508 | Cc1ccc(NC(=O)CSC2=C(C#N)C(c3ccco3)C3=C(CCCC3=O)N2)cc1 (stereo not given)
-0.0921 | Nc1c(-c2ccc(Cl)cc2)cnn1-c1cccc(C(F)(F)F)c1
0.848 | O=C(O)c1ccc(CNc2ccccc2C(=O)O)cc1
-0.35 | CN(Cc1nc(-c2ccncc2)no1)S(=O)(=O)c1ccc(Cl)cc1
-0.782 | Nc1ccccc1C(=O)/C=C/c1ccc2c(c1)OCO2
-0.223 | CCOC(=O)c1cnn(-c2nc3c(C)cccc3s2)c1C(F)(F)F
-0.606 | CCOc1ccccc1-c1cc(C(=O)N/N=C/c2ccc3c(c2)OCO3)c2ccccc2n1
0.311 | Cc1nc(-c2ccccc2)sc1C(=O)CSc1ccccc1
1.19 | COCCNC(=O)CN(c1ccc(C)cc1)S(=O)(=O)c1ccc(SC)cc1
-0.219 | COCCN(CCOC)C(=O)c1c[nH]c2ccc(S(=O)(=O)N(C)c3ccc(F)cc3)cc2c1=O
0.804 | O=C1c2ccccc2S(=O)(=O)c2cc(N3CCN(c4ccccn4)CC3)ccc21
1.12 | COC(=O)C1=C(C)NC(C)=C(C(=O)OC)C1C(=O)OCC(=O)N1c2ccccc2CC1C (stereo not given)
0.761 | Cc1cc([N+](=O)[O-])nn1CC(=O)NNC(=S)Nc1ccc([N+](=O)[O-])cc1
0.556 | CC(C)NC(NC(=O)Cc1ccccc1)C(Cl)(Cl)Cl (stereo not given)
0.296 | O=C1CC(N2CCN(c3ccc(Cl)c(Cl)c3)CC2)C(=O)N1 (stereo not given)
-0.0978 | NC(=O)N1c2ccccc2CC(=O)c2ccccc21
0.394 | O=C1N[C@@H](Cc2cn(S(=O)(=O)c3c(F)c(F)c(F)c(F)c3F)c3ccccc23)C(=O)N[C@H]1Cc1ccccc1
0.425 | COc1ccc(OCC(=O)Nc2ccc(N3CCOCC3)cc2)cc1
2.26 | FC(F)(F)c1cccc(N2CCc3cn[nH]c32)c1
0.743 | CCOc1ccc(NC(=O)c2ccc3snnc3c2)cc1
0.0617 | O=C(O)CNC(=O)c1ccccc1NC(=O)c1ccco1
-0.773 | O=C(OCc1cnc(Cl)s1)c1cccc(Cl)c1Cl
0.133 | CNC(=O)NCC12CC3CC(CC(C3)C1)C2

(further entries)
Cav3 T inh | mol
0.0827 | COc1cc(OC)cc(C(=O)NCC(=O)OC2CCOC2=O)c1 (stereo not given)
0.864 | CC(=O)Nc1ccc(S(=O)(=O)Nc2nc3ccccc3nc2N2CCCC2)cc1
2.62 | Cc1ccc2[nH]c(=O)c(C(c3nnnn3C3CCCC3)N3CCCc4ccccc43)cc2c1 (stereo not given)
-0.624 | O=C(Cn1c(O)c(/C=C2\C=Nc3ccccc32)sc1=O)Nc1ccc2c(c1)OCO2
-3.4* | Oc1ccc(Cl)cc1/C=N/c1nccs1
-0.948 | COc1ccc(C(=O)N2CCN(S(=O)(=O)N3CCOCC3)CC2)cc1OC
-0.919 | Cc1ccc(CS(=O)(=O)CCC(=O)NCc2ccc3c(c2)OCO3)cc1
0.674 | CCNS(=O)(=O)c1ccc(C(=O)Nc2ccccc2)cc1
0.375 | CN(C(=O)c1ccco1)c1nc(CC(=O)Nc2ccccc2)cs1
-5.56* | CSc1nc2ccc(NS(=O)(=O)c3ccc(Cl)s3)cc2s1
-0.555 | Cc1cc(Cl)ccc1Oc1ncc(CN2CCN(c3ccccc3)CC2)s1
-0.0766 | COc1ccc(NC(=O)N(CCO)Cc2cc3c(C)cc(C)cc3[nH]c2=O)cc1
1.19 | C/C(=C\c1ccccc1)C(=O)n1nnc2ccccc21
-0.892 | COC(=O)c1c(NC(=O)CSc2nnnn2-c2ccccc2)sc2c1CCCC2
-1.34 | Cn1c(SCc2ccc(C#N)cc2)nnc1-c1cccc(Cl)c1
1.4 | Cc1cc(NC(=O)CSc2nnc(Cc3ccccc3)o2)no1
-1.89 | CCC1=C(OC(=O)N(CC)CC)N2C(=O)OC(=NCC(=O)OC)[C@]2(Cc2ccccc2)[C@H]2C1=CC[C@H]1C(=O)N(C)C(=O)[C@H]12
1.34 | Cc1ccc(/C=C2\SC(=S)N(Cc3ccccc3)C2=O)o1
-0.605 | c1ccc(Cn2cc(CNc3ccccc3)nn2)cc1
-1.95 | Cc1c(C(=O)N2CCCC2)sc(NC(=O)c2cccc(Cl)c2)c1C#N
1.04 | O=C(Nc1c(F)cc(F)cc1Br)c1cc2nc(C(F)F)cc(C(F)F)n2n1
-0.607 | Nc1ncnc2c1ncn2[C@@H]1O[C@H](CO)[C@@H](O)[C@@H]1O
0.0816 | CCN(CCO)Cc1cn[nH]c1-c1ccc(C)c(C)c1
0.383 | CCOC(=O)Cn1nc(C)c2c1CCCC2=O
-1.67 | O=C(C[n+]1ccc(C(=O)N/N=C/c2ccc(OCc3ccccc3)cc2)cc1)c1ccccc1

Some values from above.
Nc1ncnc2c1ncn2[C@@H]1O[C@H](CO)[C@@H](O)[C@@H]1O in Cav3 T inh reads -0.607
Cc1ccc2[nH]c(=O)c(C(c3nnnn3C3CCCC3)N3CCCc4ccccc43)cc2c1 (stereo not given) in Cav3 T inh reads 2.62
CN(C(=O)c1ccco1)c1nc(CC(=O)Nc2ccccc2)cs1 in Cav3 T inh reads 0.375
Cc1ccc(/C=C2\SC(=S)N(Cc3ccccc3)C2=O)o1 in Cav3 T inh reads 1.34

Next section
Cav3 T inh | mol
0.866 | CC1CCCN(C(c2ccccc2)c2sc3ncnn3c2O)C1 (stereo not given)
0.76 | Cc1ccc2c(CC(=O)Nc3ccc(N4CCN(C)CC4)cc3C)coc2c1
0.0347 | O=C(CSCc1ccc(F)cc1)Nc1ccccc1
1.16 | O=C(Cn1c(-c2ccco2)nc2ccccc21)N1CCCCC1
-0.47 | COc1ccccc1NC(=O)c1ccc(NS(=O)(=O)c2c(C)noc2C)cc1
-0.299 | CC(C)(C)c1ccc(S(=O)(=O)O/N=C2/CCCCC2c2ccc([N+](=O)[O-])cc2[N+](=O)[O-])cc1 (stereo not given)
-4.55 | NNC(=O)CN1C(c2cccc(Cl)c2)=Nc2ccc(Br)cc2C1c1ccccc1 (stereo not given)
-0.225 | Cc1nc(Nc2nc(-c3ccccc3)cc(=O)[nH]2)nc2ccccc12
-0.969 | COc1ccc(C(=O)COC(=O)CCCn2c(=O)oc3ccccc32)cc1
1.15 | O=C1CC(=Nc2ccccc2)NN1c1ccccc1
0.152 | COc1ccc(CN2[C@@H](CC(=O)O)c3ccccc3S2(=O)=O)cc1
1.45 | N#CC1=C(N)C(C#N)(C#N)C(c2cccnc2)C2COCC=C12 (stereo not given)
-2.13 | N#CC1=C(N)SC(N)=C(C#N)C1c1cccc(Oc2ccccc2)c1
-2.87 | O=C(Nc1nccs1)c1ccc(Cl)c(S(=O)(=O)N2CCCCC2)c1
0.307 | COc1ccc(-c2nc3cc(NC(=O)c4ccc5c(c4)OCO5)ccc3o2)cc1
0.7 | O=C(NC1CCCCC1)C(c1ccccc1)N1CCC2(CC1)OCCO2 (stereo not given)
2.29 | Cc1ccccc1C(=O)Nc1ccc2nc3n(c(=O)c2c1)CCC3
-0.122 | Cc1c(C(=O)Oc2ccc(-c3cnc4ccccc4n3)cc2)cccc1[N+](=O)[O-]
-3.73 | CC(=O)c1c(C)nc(-c2ccc(Cl)cc2)nc1NC(=O)C(C)C
0.18 | O=C(O)CCc1ccc(S(=O)(=O)N2CCOCC2)cc1
-6.78* | COc1ccc(-n2c(Cc3cccs3)nnc2SCC(=O)Nc2ccc3c(c2)OCCO3)cc1
0.254 | CCc1nnc(NC(=O)CN2CCC(O)(c3ccccc3OC)CC2)s1
-0.883 | CCOC(=O)c1ccc(CNC(=O)CSc2nc(NC(=O)c3ccccc3)c3c(C)c(C)oc3n2)cc1
-1.74 | CCOC(=O)N1CCC(O)(c2cc(C)c(C)cc2C)CC1
-3.86 | Cc1noc(C)c1C(=O)Nc1sc(C)c(-c2ccccc2)c1C#N

The last three entries of the section before are carried over, then new ones follow:
Cav3 T inh | mol
-0.883 | CCOC(=O)c1ccc(CNC(=O)CSc2nc(NC(=O)c3ccccc3)c3c(C)c(C)oc3n2)cc1
-1.74 | CCOC(=O)N1CCC(O)(c2cc(C)c(C)cc2C)CC1
-3.86 | Cc1noc(C)c1C(=O)Nc1sc(C)c(-c2ccccc2)c1C#N
0.00093 | CCOC(=O)C(NC(=O)c1ccccc1)(OCC1(CC)COC1)C(F)(F)F (stereo not given)
-1.16 | Cn1c(NC(=O)c2ccccc2C(F)(F)F)cc(=O)n(C)c1=O
0.0234 | CSCC[C@H](NC(=O)NCCC1=CCCCC1)C(=O)O
-0.279 | Cc1ccc(N2CC(C(=O)NC3=NCCS3)CC2=O)cc1 (stereo not given)
-0.296 | CCCCNC(=O)c1cc(-c2ccc(OC)c(OC)c2)on1
1 | O=C(CN(C(=O)c1ccc2c(c1)OCCO2)c1ccccc1)NCC1CCCO1 (stereo not given)
1.37 | COc1ccc(-c2ccnc(SCC(=O)N3CCOCC3)n2)cc1
2.38 | Cc1c(Cl)c([N+](=O)[O-])nn1CC(=O)NCc1ccco1
-8.29* | O=C(CN1C(=O)C2C3C=CC(C3)C2C1=O)Nc1nc(SCc2ccc(Cl)cc2)n[nH]1 (stereo not given)
1.4 | O=C(Nc1ccccc1C(=O)N1CCOCC1)c1cccc(S(=O)(=O)N2CCCC2)c1
0.00146 | CCCNS(=O)(=O)c1ccc(CCC(=O)NCc2ccco2)cc1
-0.101 | COC(=O)CSc1nc2nc(C)c(Br)cc2[nH]1
-1.74 | COC(=O)c1sccc1NC(=O)c1ccc(Br)o1
-7.56* | COc1ccc(Nc2nc(NCc3ccco3)nc(N/N=C/c3ccccc3)n2)cc1
-1.74 | COC(=O)C1=C(N)Oc2cc(C)n(CCCn3ccnc3)c(=O)c2C1c1ccc(Cl)cc1 (stereo not given)
0.183 | COc1cccc(OC)c1C(=O)Nc1ccc2c(c1)OCCO2
1.47 | Cn1c(-c2sc3ccccc3c2Cl)n[nH]c1=S
0.123 | Nc1nnnn1/N=C/c1ccccn1
0.247 | Cn1nnc2cc(C(=O)N3CCC(c4ccccc4)C3)ccc21 (stereo not given)
0.0695 | COCCNC(=O)C(C)N1c2cccc3cccc(c23)S1(=O)=O (stereo not given)
-0.422 | O=C(c1ccco1)N1CCN(CCOCCOc2cccc3ccccc23)CC1
0.777 | Cc1onc(-c2ccccc2Cl)c1C(=O)Nc1c(C)n(C)n(-c2ccccc2)c1=O
-0.497 | CCn1c(SCC(=O)Nc2ccc(S(=O)(=O)Nc3ccccn3)cc2)nnc1-c1ccncc1
0.812 | Cc1ccc(Cn2ncc3c(N4CCOCC4)ncnc32)cc1
0.449 | Cc1cc(C)n(CC(=O)O)n1

Three compounds from above, sorted by the number in Cav3 T inh, low to high:
| SMILES | Cav3 T inh |
| --- | --- |
| Cn1c(NC(=O)c2ccccc2C(F)(F)F)cc(=O)n(C)c1=O | -1.16 |
| CCCCNC(=O)c1cc(-c2ccc(OC)c(OC)c2)on1 | -0.296 |
| O=C(CN(C(=O)c1ccc2c(c1)OCCO2)c1ccccc1)NCC1CCCO1 (stereo not given) | 1 |

(list continues)
Cav3 T inh | mol
-2.23 | CC(C)C(=O)Nc1cc2c(cc1C(=O)c1ccccc1)OCCO2
0.0244 | Nc1nncn1C(=O)c1cc(Br)ccc1Cl
1.48 | Cc1cc(C)c(S(=O)(=O)c2ccccc2)c(OC(=O)c2ccc(Cl)cc2Cl)n1
0.296 | CC1(C)Cc2c(ccc3ccccc23)C(=O)N1
0.0736 | COc1cccc(CNC(=O)Cn2cc3c(n2)CCCC3)c1
-0.311 | O=C(CCN1CCN(c2ccccc2)CC1)Nc1ccc2c(c1)OCO2
-0.21 | CCCn1c(NCc2cccs2)nc2ccccc21
0.673 | O=S1(=O)CCN(Cc2ccccc2Cl)CC1
-0.255 | CCOC(=O)N1CCN(C(=O)CNS(=O)(=O)c2cccs2)CC1
0.333 | CC(C)(C)C(=O)Nc1cc2nn(-c3ccccc3)nc2cc1Cl
0.324 | CCN(CC)C(=O)c1n[nH]c(=O)c2ccccc12
-0.0343 | COCCN1CCn2c(nc3cc(NC(=O)c4cccs4)ccc32)C1

Screens from PubChem.
